Compound activity deposited in PubChem BioAssay by National Center for Advancing Translational Sciences (NCATS).
12-LOX inh: Primary qHTS assay for inhibitors of human arachidonate 12S-lipoxygenase (ALOX12): Round 2 | hit rate 1.1% among 580,000 | Polyunsaturated fatty acid lipoxygenase ALOX12 (Homo sapiens), P18054 | purified 12hLO, xylenol orange hydroperoxide absorbance | Potency, µM (titrated, usually from 108 µM), for the others: at the top dose activity change, negative = inhibition, hits mostly inhibitors | AID 1671190, 2021; active = well fitted inhibition curve with a large enough effect; inconclusive = small, poorly fitted or top-dose-only effect, or another doubt; inactive = no such curve, though single readings can be large or run the other way
Target sequence (P18054 whole entry, looked up): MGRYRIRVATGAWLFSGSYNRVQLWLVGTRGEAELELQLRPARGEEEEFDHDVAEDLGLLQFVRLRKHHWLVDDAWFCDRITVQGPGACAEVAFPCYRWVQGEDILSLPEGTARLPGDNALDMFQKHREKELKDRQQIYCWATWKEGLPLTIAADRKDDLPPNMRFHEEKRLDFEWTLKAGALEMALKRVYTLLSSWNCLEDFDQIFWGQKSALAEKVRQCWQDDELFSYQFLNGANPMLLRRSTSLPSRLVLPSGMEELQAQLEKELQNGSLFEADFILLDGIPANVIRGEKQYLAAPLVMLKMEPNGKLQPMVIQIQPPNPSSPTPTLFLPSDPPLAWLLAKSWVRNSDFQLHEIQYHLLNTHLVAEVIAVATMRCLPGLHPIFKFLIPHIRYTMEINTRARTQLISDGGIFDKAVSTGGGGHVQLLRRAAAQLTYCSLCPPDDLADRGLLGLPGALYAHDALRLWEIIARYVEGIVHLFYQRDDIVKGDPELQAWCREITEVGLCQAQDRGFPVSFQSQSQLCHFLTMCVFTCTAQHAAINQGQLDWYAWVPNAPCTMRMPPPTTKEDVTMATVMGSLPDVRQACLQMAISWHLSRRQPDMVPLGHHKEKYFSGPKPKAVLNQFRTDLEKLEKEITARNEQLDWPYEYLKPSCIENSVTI
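Hydroperoxide product was detected by ferrous iron/xylenol orange as the 573 to 405 nm absorbance ratio. Arachidonic acid at 40 uM (final) was turned over for 30 min at room temperature by 150 nM human 12hLO, pH 7.0 Hepes buffer, after 15 min compound preincubation.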
* marks the source's active call; other numbers are inactive results; u = inconclusive; [ ] = remark or other dose. % is set by controls: 0 for no effect and ±100 for the full control effect; potency is the fitted concentration of half-maximal effect.

O=C(CC1CCCN(c2cnn(CC3CC3)c(=O)c2)C1)NCc1cc(F)ccc1F (stereo unspecified)
  12-LOX inh = 29.8%
COc1cc(NC(=O)NC[C@H]2O[C@@H](CO)[C@@H](O)[C@H]2N2CCCCC2)cc(OC)c1
  12-LOX inh = 21.1%
O=C(CCc1cc2n(n1)CCCNC2)Nc1ccc(-n2cncn2)cc1
  12-LOX inh = u
Cc1ccc(C2Cn3nnc(-c4noc(-c5ccccc5F)n4)c3CO2)cc1 (stereo unspecified)
  12-LOX inh = 2.5%
O=C(O)C1(Cc2ccccc2F)CCCN(c2ncccn2)C1 (stereo unspecified)
  12-LOX inh = 26.8%
CC(=O)NCC(=O)N1Cc2ccccc2CC2(CCCCN2CC2CCNCC2)C1 (stereo unspecified)
  12-LOX inh = 5.1%[6.33 µM]
COC[C@@H]1[C@@H](NC(=O)c2ccc3c(c2)ncn3C)[C@@H]2CCO[C@H]12
  12-LOX inh = -8.9%
CC(C)c1nnc(C2CN(C(=O)C3CCCCC3)CC23CCOCC3)o1 (stereo unspecified)
  12-LOX inh = 40.4%[activator]
CC(C)NC(=O)c1ccccc1OCC1CCCN(Cc2nccs2)C1 (stereo unspecified)
  12-LOX inh = 33.3%
Cn1c(-c2ccc(CN3CCc4[nH]cnc4C3C(=O)O)o2)nc2ccccc21 (stereo unspecified)
  12-LOX inh = 191.2%[activator]
Cc1ccc(OCc2nc(C3CN(C(=O)c4ccc(C)nc4)C3)no2)cc1
  12-LOX inh = 40.4%[activator]
O=C(NCc1ccccc1F)c1ccc2c(c1)CN(Cc1cccnc1)CCO2
  12-LOX inh = 42.2%
N#Cc1cccc(-c2c(-c3ccccc3)ncn2CCCN2CCC(O)CC2)c1
  12-LOX inh = 44.2%[activator]
Cc1noc([C@@H]2CN(C(=O)c3ccc4ncccc4c3)C[C@H]2CO)n1
  12-LOX inh = 1.0%
O=C(NCCCN1CCOCC1)c1ccc(-c2ccc(N3CCCCCC3)nc2)cc1
  12-LOX inh = -19.6%

COc1ccc(NC(=O)N2C[C@@H]3C[C@H](C2)c2ccc(NC(=O)Nc4cccc(C#N)c4)c(=O)n2C3)cc1
  12-LOX inh = -39.5%
Cc1cc(C)c(CNC(=O)c2nc(-c3ccnn3C)cc3c2ccn3C(C)C)c(=O)[nH]1
  12-LOX inh = -23.0%[176 µM]
CC[C@@]1(O)CCN(C(=O)c2[nH]nc(-c3ccc(Cl)cc3)c2C)C[C@H]1O
  12-LOX inh = 42.6%[activator]
O=C(Cn1nc2c(cc1=O)CCCC2)NCCN1CCOCC1
  12-LOX inh = 14.0%
O=C(c1ccc2cc[nH]c2c1)N1C[C@@H](CO)[C@H](c2ccccn2)C1
  12-LOX inh = -6.1%
O=C1Nc2ccc(-c3ccc4c(c3)OCO4)cc2C(=O)N2C[C@@H](NS(=O)(=O)c3ccc(F)cc3)C[C@@H]12
  12-LOX inh = 7.5%
COc1ccc(CC(=O)N2CC[C@H]3COC(=O)N3c3cc(F)ccc3C2)cc1
  12-LOX inh = 23.5%[176 µM]
CS(=O)(=O)N1CCN(C(=O)CCC2CCN(c3cc(NC4CC4)ncn3)CC2)CC1
  12-LOX inh = 5.2%
CN1C(=O)c2cccn2CC1C(=O)NC1CCS(=O)(=O)C1 (stereo unspecified)
  12-LOX inh = 16.8%
Cn1nc(C2CCNCC2)n(Cc2ccccc2)c1=O
  12-LOX inh = 0.2%
CCC(=O)N1CCCC(Cc2nc(C3CCOCC3)no2)C1 (stereo unspecified)
  12-LOX inh = 37.3%
CN(C)C(=O)c1nc(C(C)(C)C)c2ccccn12
  12-LOX inh = -16.8%[12.5 µM]
O=c1c2c(n(Cc3cccnc3)n1CCc1ccccc1)CN(CC1CCOC1)CC2 (stereo unspecified)
  12-LOX inh = -7.6%[176 µM]
CN[C@@H](C)C(=O)N[C@H]1CN(C(=O)CC(C)C)CC[C@H]2CC[C@@H](C(=O)NC(c3ccccc3)c3ccccc3)N2C1=O
  12-LOX inh = -7.4%[57.4 µM]
Cc1cc2nc3n(c(=O)c2n1CC(=O)NC1CCc2ccccc21)CCCC3 (stereo unspecified)
  12-LOX inh = -8.9%

COc1ccccc1Nc1ncc2c(n1)CN(C(=O)Cc1ccc3c(c1)OCO3)CCN2
  12-LOX inh = u
CCCC(=O)Nc1ccc(NC(=O)C2CC(=O)N(CC(C)C)C2)cc1OC (stereo unspecified)
  12-LOX inh = -18.9%
CN1CCN(C(=O)[C@@H]2CCC[C@@H](NCc3cccc4c3OCO4)CN(C)C(=O)C2)CC1
  12-LOX inh = u
COc1cccc(C(=O)NCCC2CCN(C(=O)Nc3ccccc3F)CC2)c1
  12-LOX inh = -7.8%
O=C1NCCCCCCN(Cc2cccc(F)c2)[C@H]2CCC[C@@H]12
  12-LOX inh = 118.7%[activator]
Cc1cc(NC(=O)CN2C(=O)NC(c3ccccc3Cl)C3=C2COC3=O)ccc1Br (stereo unspecified)
  12-LOX inh = u
OCC1CCCCN1CCNc1nccc(-c2cccnc2)n1 (stereo unspecified)
  12-LOX inh = 4.1%
O=C(C1CC1)N1CCCN(c2nc3ncccc3o2)CC1
  12-LOX inh = -5.4%[176 µM]
COC[C@@H]1[C@@H](NC(=O)Cc2nn(C)c(=O)c3ccccc23)[C@@H]2CCO[C@H]12
  12-LOX inh = 30.9%[activator]
COc1ccccc1Nc1ncc2c(n1)CN(C(=O)c1ccnn1C)CCN2
  12-LOX inh = u
COc1ccc(CC(=O)Nc2ccc([C@@H](O)[C@H]3COCC(=O)N3CC(C)C)cc2)cc1
  12-LOX inh = 51.1%[activator][176 µM]
COc1cc(Nc2ncncc2-c2nc(-c3ccccc3)no2)cc(OC)c1OC
  12-LOX inh = 44.0%[activator]
CC(=O)Nc1cccc(-c2ccc3ncn(Cc4ccccn4)c(=O)c3n2)c1
  12-LOX inh = -0.8%[176 µM]
CO[C@H]1[C@H](NC(=O)Cc2ccccc2C)c2ccccc2C12CCNCC2
  12-LOX inh = 13.9%
CCOC(=O)N1CCN(Cc2cccc(OCC(O)CN3CCOCC3)c2)CC1 (stereo unspecified)
  12-LOX inh = 47.7%[activator]

Part of the list above, bar-delimited:
mol | 12-LOX inh
COc1ccc(CC(=O)Nc2ccc([C@@H](O)[C@H]3COCC(=O)N3CC(C)C)cc2)cc1 | 51.1%[activator][176 µM]
OCC1CCCCN1CCNc1nccc(-c2cccnc2)n1 (stereo unspecified) | 4.1%

Other records:
Cc1n[nH]c(C)c1CNC(=O)C1CCN(c2cnn(CC3CC3)c(=O)c2)C1 (stereo unspecified)
  12-LOX inh = 22.6%
Cc1ccc(Cl)cc1NC(=O)c1cnc(-c2ccccc2)nc1-c1ccncc1
  12-LOX inh = 8.8%
COc1ccccc1CC(=O)N1CCCc2ncc(C(=O)NCc3cccc(F)c3)cc21
  12-LOX inh = -7.5%[176 µM]
CCN(CCOC(=O)Nc1ccc(Cl)cc1)C(=O)Nc1ccc(Cl)cc1
  12-LOX inh = u
CN1CCN(c2ccc3c(c2)Oc2ccccc2CN(Cc2cn(Cc4ccccc4C(F)(F)F)nn2)S3(=O)=O)CC1
  12-LOX inh = -5.0%
NC(=O)CO[C@@H]1CO[C@H]2[C@@H]1OC[C@@H]2NC(=O)c1ccc(C(F)(F)F)cc1
  12-LOX inh = 0.1%[176 µM]
CNC(=O)c1noc([C@@H]2CC(F)(F)CN2C(=O)Cc2ccccc2)n1
  12-LOX inh = 12.7%
COc1ccc(C(=O)N2CCCC(c3nc(-c4ccccc4)no3)CCNC(=O)CC2)c(OC)c1 (stereo unspecified)
  12-LOX inh = -5.7%
CC(=O)N1CC2(CCN(Cc3c[nH]c4ccccc34)CC2)Cc2ccccc21
  12-LOX inh = u
CC(=O)NCC(=O)N1CCCC(n2cc(-c3nc(-c4ccccc4)no3)nn2)C1 (stereo unspecified)
  12-LOX inh = 18.9%
CCOC(=O)C1=C(C)N=C2SC=C(CC(=O)N3CCCC3)N2C1c1cc(C)ccc1C (stereo unspecified)
  12-LOX inh = 33.8%
CNC(=O)[C@H]1C[C@H](Oc2ccccc2)CN1C(=O)c1ccc2ccccc2n1
  12-LOX inh = 18.6%
COc1ccc(-c2noc(-c3cccn3CC(=O)Nc3ccccc3C(C)C)n2)cc1F
  12-LOX inh = -1.9%
C[C@@H]1OC(C2CCCCC2)N(C)[C@H]2C[C@H]3c4cc(-c5ccc6c(c5)OCO6)ccc4CCN3C[C@@H]12 (stereo partly specified)
  12-LOX inh = 39.5%
O=C(C[C@H]1NC(=O)c2ccccc2NC1=O)Nc1ncn[nH]1
  12-LOX inh = 33.4%[activator]

Quoted at random: three compounds from above, in no set order.
CNC(=O)c1noc([C@@H]2CC(F)(F)CN2C(=O)Cc2ccccc2)n1
  12-LOX inh = 12.7%
O=C(C[C@H]1NC(=O)c2ccccc2NC1=O)Nc1ncn[nH]1
  12-LOX inh = 33.4%[activator]
CCOC(=O)C1=C(C)N=C2SC=C(CC(=O)N3CCCC3)N2C1c1cc(C)ccc1C (stereo unspecified)
  12-LOX inh = 33.8%

Later entries
COc1ccc(C)cc1NC(=O)C1CCCN(c2cn[nH]c(=O)c2)C1 (stereo unspecified)
  12-LOX inh = 46.9%[activator]
O=C1C(c2ccccc2)CC2(CCN(Cc3ncccn3)CC2)CN1C1CC1 (stereo unspecified)
  12-LOX inh = 9.9%
Cc1nccn1CC(=O)N1CCCn2cc(-c3cccc(C#N)c3)nc21
  12-LOX inh = 43.3%[activator]
O=C(N[C@H]1CCN2C(=O)c3cc(-c4ccc(Cl)cc4)ccc3NC(=O)[C@H]12)c1cccs1
  12-LOX inh = u
COC(=O)C1CN(Cc2ccc(C)cc2)CCS(=O)(=O)N1Cc1cn(Cc2ccc(F)cc2)nn1 (stereo unspecified)
  12-LOX inh = -20.4%
O=C1CCN(S(=O)(=O)c2ccccc2)CCCN(C(=O)Cc2ccccc2)CCN1
  12-LOX inh = -17.8%
Cc1ccc(C(=O)N2CCC3(C2)NC(=O)c2ccccc2CO3)cc1 (stereo unspecified)
  12-LOX inh = 49.4%[176 µM]
COC(=O)c1cc(OCC2CCC2)cc(C(=O)N2[C@H]3CCNC[C@@H]2CC3)c1
  12-LOX inh = -11.1%
O=C(CCC1CCCN(S(=O)(=O)c2cccc(F)c2)C1)NCC1CC1 (stereo unspecified)
  12-LOX inh = 64.2%[activator]
Clc1ccc(-c2nnc3n2CCN(Cc2ccccc2)C3)cc1
  12-LOX inh = -1.8%[6.33 µM]
Cc1ccccc1CN1CC2(COCC1=O)CN(c1ccccc1)C2
  12-LOX inh = -12.2%[176 µM]
CC(C)Cc1cc(CNc2nc(C(C)(C)C)nc3c2cnn3C)no1
  12-LOX inh = 1.6%
O=C(CN1C(=O)CNC1=O)N[C@H](c1ccc2c(c1)CCO2)C1CC(O)C1 (stereo partly specified)
  12-LOX inh = 19.3%
COc1ccc(NC(=O)N[C@H]2CO[C@H]3[C@@H]2OC[C@@H]3n2cc(CN(C)Cc3ccccc3)nn2)cc1
  12-LOX inh = 9.1%
CC(C)N1CCN(C(=O)CCC[C@@H]2[C@H]3CCCN4CCC[C@@H](CN2C(=O)c2ccccc2)[C@@H]34)CC1
  12-LOX inh = 34.6%[activator]

COc1ccc(-c2noc([C@@H]3C[C@@H](O)CN3Cc3ncc[nH]3)n2)cc1
  12-LOX inh = 48.1%[activator][176 µM]
COc1ccc(-c2cc(C(=O)NC3CC3)c3c(C4CCNCC4)noc3n2)cc1
  12-LOX inh = 6.3%[6.33 µM]
O=C(Nc1ccccn1)C1CN(Cc2cccnc2)CC12CCOCC2 (stereo unspecified)
  12-LOX inh = 13.3%
CC(=O)Nc1ccc(CN[C@@H]2CO[C@H](CNC(=O)NC(C)C)[C@H]2O)cc1
  12-LOX inh = u
NC(=O)c1c(N)[nH]c(C(=O)c2ccccc2)c1-c1ccc2ccccc2c1
  12-LOX inh = -10.0%
CCn1c(C)cc(C(=O)N2CC[C@H](N3CCN(C)CC3)[C@H](CCCO)C2)c1C
  12-LOX inh = 51.3%[activator]
COc1ccc(NC(=O)O[C@@H]2CO[C@H]3[C@@H]2OC[C@@H]3NS(=O)(=O)c2cccc3cccnc23)cc1
  12-LOX inh = 39.1%
Cc1cc(C)cc(-c2ccc(CN)cc2)c1
  12-LOX inh = 3.4%[12.5 µM]
O=C1NCc2ccccc2CC12CCN(Cc1cccnc1)CC2
  12-LOX inh = 6.0%[6.33 µM]
O=C1c2cnc(-c3ccccc3)nc2OCCN1Cc1ccccc1
  12-LOX inh = -6.8%[176 µM]
CC(C)CNC(=O)C1N(C(C)C)C(=O)C12CCCC2 (stereo unspecified)
  12-LOX inh = 45.9%[activator]
N#Cc1cccc(NC(=O)N2C[C@@H]3C[C@H](C2)c2ccc(-c4ccc(OC(F)(F)F)cc4)c(=O)n2C3)c1
  12-LOX inh = u
C[S+](=O)([O-])N1CCC2(CC1)CC(c1ccccc1)=NO2
  12-LOX inh = 2.0%[12.5 µM]
C[C@H](c1ccccc1)N1C(=O)[C@@H]2CN(C(=O)c3cccs3)CCN2C1=O
  12-LOX inh = 19.1%[176 µM]
CNC(=O)C1CCN(C(=O)c2coc(COc3ccc4ccc(OC)cc4c3)n2)C1 (stereo unspecified)
  12-LOX inh = 55.2%[activator]
O=C(NCC1CCCO1)c1noc(-c2ccc[nH]c2=O)n1 (stereo unspecified)
  12-LOX inh = 7.8%
Cc1cccc(-n2nc(CC(N)=O)nc2Cn2cc(C)c(=O)[nH]c2=O)c1C
  12-LOX inh = 23.7%

Rewritten in markdown: part of the list above.
| Structure | 12-LOX inh |
| --- | --- |
| CCn1c(C)cc(C(=O)N2CC[C@H](N3CCN(C)CC3)[C@H](CCCO)C2)c1C | 51.3%[activator] |
| O=C(Nc1ccccn1)C1CN(Cc2cccnc2)CC12CCOCC2 (stereo unspecified) | 13.3% |

Only part of the results is shown. The share of hits here may be higher or lower than overall.
